# High-throughput results from PubChem BioAssay.
# HSF-1 act: increases HSF-1 driven luciferase reporter signal. NIH3T3-HGL HSF-1 luciferase reporter, MG132, 8 h; 100% = twice DMSO control signal. activation, % at 9 µM. 300,000 compounds, 1.7% hits;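 active = mean replicate activation of at least 50% with a set share of replicates each reaching 50%; inconclusive = only one of those two conditions met; inactive = mean below 50% and too few replicates reaching it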;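 also: 0% = median of the neutral control wells and 100% = twice that signal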
# DYRK1A inh: inhibitors of rat Dyrk1A kinase | ADP-Glo luminescence, NFATc1 peptide | inhibition, % at 12.5 µM | Q63470 | 310,000 compounds, 0.43% hits; in the data active = inhibition above about 50%;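 also: plate controls were vehicle with enzyme for no effect and no enzyme for full effect; many of its hits are not listed in these tables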
# Platelet DG rel: modulates dense granule release in human platelets | human platelet-rich plasma, SFLLRN dense granule ATP release, luminescence | inhibition, %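 (compounds screened at 7.5 µM in platelet-rich plasma)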 | 300,000 compounds, 0.22% hits | AID 1663;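 active = mean replicate score, as percent of positive control, at or above 50; inconclusive = mean below 50 but at least one replicate at or above 50; inactive = mean and every replicate below 50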
# HSF1 inh: HSF1 inhibition | 300,000 compounds, 0.77% hits | AID 2098 | NIH3T3-HGL HSE-luciferase, MG132-induced, luminescence 8 h; active compounds read low | activity change, negative = inhibition, % at 7.5 µM (by protocol);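 active = more than half of replicate wells show activity change below -50%, luminescence cut by over half; inconclusive = some wells, but at most half, below -50%; inactive = no replicate well below -50%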;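 also: luciferase reports HSF-1 transcriptional activity via heat shock element; 0% = median of DMSO wells and -100% = zero luminescence signal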
# PolyA inhibitor: inhibitors of polyadenylation in S. cerevisiae; 300,000 compounds, 0.02% hits; calls only at 12 µM; AID 1875; S. cerevisiae SKY197-pL101 polyadenylation reporter, beta-gal luminescence; efflux-impaired pdr1/pdr3 knockout yeast; score 100 = 6 SD above DMSO;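 active = lowest replicate activity score at least 50, where 100 means six control SD above control mean; inconclusive = lowest score under 50 but half or more replicates reach 50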;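 also: yeast exposed to compound for 9 h at 30 °C; higher score means more reporter readthrough which indicates perturbed polyadenylation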
# GSK3beta inhib: blocks human GSK3beta kinase activity | activity score (negative = inhibition), % at 10 µM | P49841 | GST-GSK3beta kinase, ADP-Glo luminescence, 60 min; active compounds read low | 300,000 compounds, 0.038% hits;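 active = more than half of replicate wells score below -50%, meaning over 50% inhibition versus plate controls; inconclusive = some replicates but at most half score below -50%; inactive = no replicate scores below -50%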;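 also: 0% = median DMSO wells and -100% = median GW8510 positive control wells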
# Target sequence (P49841 whole entry, looked up): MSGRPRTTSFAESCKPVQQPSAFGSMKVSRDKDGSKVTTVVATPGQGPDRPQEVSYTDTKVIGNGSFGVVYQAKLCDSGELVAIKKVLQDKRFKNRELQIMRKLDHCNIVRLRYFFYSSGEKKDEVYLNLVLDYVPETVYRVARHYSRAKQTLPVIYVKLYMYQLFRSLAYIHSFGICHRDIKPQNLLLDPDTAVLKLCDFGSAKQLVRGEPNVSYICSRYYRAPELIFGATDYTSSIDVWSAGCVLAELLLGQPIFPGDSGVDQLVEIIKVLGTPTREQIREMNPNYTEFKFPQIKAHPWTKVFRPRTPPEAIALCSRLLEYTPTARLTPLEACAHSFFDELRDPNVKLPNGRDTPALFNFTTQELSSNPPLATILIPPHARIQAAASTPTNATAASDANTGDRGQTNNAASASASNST
#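 Test system: GST-tagged human GSK3beta kinase, cell-free; evaluation: activity score scaled between in-plate DMSO and GW8510 controls; measured by: ADP-Glo luminescence; incubation: 60 min reaction, RT; benchmarks: DMSO and 20 µM GW8510; reagent: peptide substrate plus 25 µM ATP (final); medium: Tris/MgCl2 kinase buffer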
# AI-2 QS modul: modulates the Vibrio harveyi AI-2 quorum sensing system; Vibrio harveyi JMH597 AI-2 luminescence/OD600 ratio, 9 h; active compounds read low; strain lacks LuxN and CqsS sensors; 0 = neutral-control median; 300,000 compounds, 0.4% hits; AID 2094; activity change, % at 7.5 µM; in the data active = activity change below about -75%, passing the limit was not always enough; inconclusive = no clear call, values can overlap the other calls;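 also: luminescence divided by OD600 gain over 9 h not by final OD600 alone; inactives centre near 13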
# HDAC3 inhib: blocks human histone deacetylase 3; O15379; recombinant HDAC3, fluorogenic peptide/trypsin coupled, fluorescence; inhibition, % at 8.3 µM; 320,000 compounds, 0.15% hits; AID 2718; in the data active = inhibition above about 26%, passing the limit was not always enough; inconclusive = no clear call, values can overlap the other calls
# Target sequence (O15379 whole entry, looked up): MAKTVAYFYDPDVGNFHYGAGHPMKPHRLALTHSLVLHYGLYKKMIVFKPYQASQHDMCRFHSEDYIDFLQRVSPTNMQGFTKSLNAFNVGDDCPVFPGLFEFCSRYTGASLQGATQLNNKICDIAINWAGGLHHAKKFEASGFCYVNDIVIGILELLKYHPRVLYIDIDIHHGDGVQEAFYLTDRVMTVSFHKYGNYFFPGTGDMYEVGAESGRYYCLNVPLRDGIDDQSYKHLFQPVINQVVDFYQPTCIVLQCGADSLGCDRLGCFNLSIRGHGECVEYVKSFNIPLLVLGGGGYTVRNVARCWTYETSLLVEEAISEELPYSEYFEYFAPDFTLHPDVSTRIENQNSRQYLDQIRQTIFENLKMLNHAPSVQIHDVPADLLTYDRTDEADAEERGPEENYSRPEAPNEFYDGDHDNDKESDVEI
# GSK3A inh: human GSK-3 alpha kinase inhibition. P49840. ADP-Glo luminescence, 60 min. inhibition, % at 10 µM. 320,000 compounds, 0.1% hits. AID 2650;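 in the data active = inhibition above about 50%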;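 also: GST-tagged GSK-3 alpha with peptide substrate and 25 µM ATP; 0% = DMSO neutral wells and 100% = GW8510 positive control wells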
# HSP90 refold inh: HSP90 refolding inhibition in rabbit reticulocyte lysate. luciferase refolding luminescence, 3 h. inhibition, % at 5.6 µM. 290,000 compounds, 0.91% hits. AID 1789;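 active = inhibition above the screen-wide mean plus 3 SD, computed separately per campaign, cut at about 16% in these data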;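 also: 0% = DMSO wells and 100% = 60 µM geldanamycin wells; inhibitors lower the luminescence because luciferase stays unfolded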
# Starred values were filed as active, the others as inactive; i = inactive; ? = inconclusive; · = no result given.
SMILES,HSF-1 act,DYRK1A inh,Platelet DG rel,HSF1 inh,PolyA inhibitor,GSK3beta inhib,AI-2 QS modul,HDAC3 inhib,GSK3A inh,HSP90 refold inh
O=C(Nc1cc(C(F)(F)F)ccc1-n1cncn1)c1ccc(-c2ccccc2)cc1,-2,-9,0,-2,i,2,21,4,-5,6
c1ccc(C2=NCCCN2)cc1,-2,·,-2,-8,i,1,16,-3,-2,-2
O=C(Oc1cccc2cccnc12)c1ccc(Br)o1,66*,-1,8,28,i,2,-5,9,-1,0
Cc1ccc(C(=O)N2CCCC(CCC(=O)N3CCN(c4ccccn4)CC3)C2)cc1 (stereo not given),1,6,-3,4,i,-6,21,-5,-2,2
CS(=O)(=O)N(Cc1ccccc1Cl)c1ccc(C(=O)NCc2cccnc2)cc1,-12,-1,-3,-6,i,1,23,1,-2,3
O=C(Nc1ccc(Cl)cc1)N1CCC(c2nc(-c3ccc(F)cc3)no2)CC1,17,-5,-2,19,i,3,2,-2,0,3
CC1c2[nH]c3ccccc3c2C[C@H]2C(=O)N(CCO)CC(=O)N12 (stereo not given in full),6,3,·,5,i,-1,-2,-7,-1,-6
Cc1ccc(OC(=O)c2cc(=O)c3ccccc3o2)cc1,-8,5,-10,-2,i,1,19,1,1,-3
CCOC(=O)C1(Cc2cccc(F)c2)CCN(Cc2nc(CC)[nH]c2C)CC1,13,1,-6,2,i,-1,14,1,-2,3
CN(Cc1ccccc1)c1ncnc(N)c1[N+](=O)[O-],-21,37,1,-7,i,-4,15,-1,25,4
C/C(=N\NC(=O)c1cc(C)nc2ccccc12)c1ccco1,18,-6,-1,8,i,0,6,4,-1,2
O=C(c1ccc(Cl)cc1)c1oc2ccccc2c1CS(=O)c1ccccc1 (stereo not given),9,10,5,12,i,-5,17,8,-5,1
CCOc1ccc(N2C(=O)C3C4C=CC(CC4)C3C2=O)c([N+](=O)[O-])c1 (stereo not given),8,5,1,2,i,-1,17,-9,1,0
CC(C)N(C(=O)COC(=O)c1ccc(Cl)c(S(N)(=O)=O)c1)C(C)C,-2,·,-17,-8,i,0,13,-1,3,3
CC(=O)N1N=C(N)SC12CCCC2,11,-5,-5,-3,i,2,6,-8,-4,-6
O=C(N/N=C/c1ccc(N2CCCC2)c([N+](=O)[O-])c1)c1cccnc1,11,2,-2,10,i,-3,14,3,-2,1
Cc1c(C(=O)Oc2ccc(-c3cnc4ccccc4n3)cc2)cccc1[N+](=O)[O-],36,-4,10,18,i,-2,23,0,0,-2
CCc1ccccc1NC(=O)COc1ccc(N2CC(C(N)=O)CC2=O)cc1 (stereo not given),-3,1,6,-2,i,3,23,1,3,-1
O=C(O)c1cccc2c1C(=O)c1ccccc1C2=O,-9,-8,1,2,i,0,19,1,-4,1
O=C(O)CC1(CC(=O)Nc2ccc3sccc3c2)CCCCC1,1,·,0,-5,i,-3,30,·,4,-2
O=C(C1CC1)N1CCC(Oc2cccc(C(=O)N3CCCCC3CCO)c2)CC1 (stereo not given),-16,-4,9,2,i,1,8,-3,-1,7
O=C(C1CCCO1)N1CCN(C(=S)Nc2ccc(Cl)c(Cl)c2)CC1 (stereo not given),9,-1,-6,2,i,-2,2,-5,-5,-5
O=C(O)c1ccccc1SCC(=O)N1CCc2ccccc21,13,2,0,5,i,1,17,-1,-2,1
Cc1ccc(C)c(Oc2cc(NN3CCCCC3)c([N+](=O)[O-])cc2[N+](=O)[O-])c1,13,-1,-5,3,i,2,-5,1,0,-3
CC(=O)c1ccc(N2CCN(C(=O)Cn3c(=S)[nH]c4ncccc4c3=O)CC2)cc1,-6,·,0,-8,i,2,27,2,-1,1
CCOC(=O)c1c(C)[nH]c(O)c1C=Nc1ccc(Cl)cc1,21,-3,-7,1,i,-6,2,-9,11,1
CN(C)C(CNC(=O)c1cccc(NS(=O)(=O)c2ccc(Br)cc2)c1)c1ccco1 (stereo not given),0,-4,·,-7,i,-3,12,11,-1,·
O=C(N/N=C/c1ccco1)c1ccccc1OCc1ccccc1Cl,-9,24,-3,-6,i,-1,9,13,-1,4
CCSC1=C(C#N)C2(CCCCC2)C2=C(CC(C)(C)CC2=O)N1,-1,1,2,0,i,0,10,8,-2,-3
O=C(CCN1CCN(c2ccccc2)CC1)N/N=C/c1ccccc1O,12,-1,5,-1,i,-2,24,-1,0,0
CC1(C)Cc2nc3oc4c(N5CCOCC5)ncnc4c3cc2CO1,-14,2,3,-13,i,·,·,-2,-2,-2
COc1cc(NC(=O)c2sc3ncn(CC(=O)N4CCCC(C)C4)c(=O)c3c2C)cc(OC)c1OC (stereo not given),-27,-9,11,-8,i,1,3,5,-3,0
CN(C)c1nc2c(N)ncnc2n1[C@H]1O[C@@H](CO)[C@H](O)[C@@H]1O,10,-3,6,-3,i,-1,26,-4,1,-2
O=C(NCCCO)c1cc([N+](=O)[O-])cc2c1C=Cc1ccccc1O2,2,1,-1,-10,i,2,43,-5,-1,5
Cc1cc(C)n(CC(=O)NC2CCCc3c2cnn3-c2ccccc2F)n1 (stereo not given),-2,4,6,0,i,·,12,3,-1,-2
O=C(Cn1cnc([N+](=O)[O-])n1)NC1CC1,-1,-2,1,-7,i,0,8,-10,-1,-6
CCN(CC(=O)Nc1ccc(NC(C)=O)cc1)c1ccc(C(F)(F)F)cn1,16,-3,-9,7,i,-3,19,-5,1,-9
CCOC(=O)Cc1csc(NS(=O)(=O)c2ccc(C(F)(F)F)cc2)n1,-44,·,6,-38,i,6,17,·,-9,-1
O=C(N/N=C/c1cc2c(cc1[N+](=O)[O-])OCO2)c1cccnc1,-1,-1,-4,-10,i,2,50,-1,-2,-3
CN(C(=O)COc1cc(=O)n(C)c2ccccc12)c1ccc(Br)cc1,-8,20,-3,-4,i,0,8,1,0,6
Cc1ccc(N=C2S/C(=C/c3cccc(OCC(=O)O)c3)C(=O)N2C)cc1C,0,0,0,-8,i,-2,30,5,20,2
COc1ccc(NC(=O)c2ccccc2N(Cc2ccccc2)S(C)(=O)=O)c(OC)c1,16,-2,8,2,i,1,13,0,2,-2
COc1ccc(OC)c(NC(=O)c2ccc3nc(-c4ccccc4)c(-c4ccccc4)nc3c2)c1,2,·,16,1,i,2,16,1,-1,-7
CC1(C)CC(=O)C2=C(C1)N1C(=C(C#N)C2c2ccc(Cl)cc2)N=C(N)c2ccccc21 (stereo not given),76*,5,-13,54,i,0,41,-1,·,-5
C(#Cc1ccccc1)Cn1nnc2ccccc21,26,-4,-2,5,i,-2,4,3,2,-1
COC(=O)C(CC(C)C)NC(=O)c1ccc([N+](=O)[O-])cc1 (stereo not given),-10,-2,6,1,i,-3,2,4,-1,0
CC(C)(C)C1=NN(c2ccc([N+](=O)[O-])cc2)C(c2ccccc2)C1 (stereo not given),-3,5,2,7,i,6,17,16,·,1
C/C=C(\C)CN1CCc2cc(OC)c(OC)cc2C1,-3,9,1,0,i,4,52,0,-1,1
Cc1cc(C)n(C(=O)CNc2ccccc2Cl)n1,0,-3,-1,0,i,6,24,4,-2,-1
CCCc1nc2ccccc2c(C(=O)OCC(=O)NCc2ccc3c(c2)OCO3)c1CC,3,-3,-4,3,i,0,29,4,8,4
CSCCC(NC(=O)c1ccc(C)o1)C(=O)O (stereo not given),12,2,-8,-5,i,1,19,6,-3,2
CCOC(=O)C1(Cc2cccc(Cl)c2)CCCN(C(=O)c2ccc(C)nc2)C1 (stereo not given),16,0,3,1,i,-3,1,-1,-1,-4
COCCN(C(=O)COC(=O)CCC(=O)c1ccc(C)cc1)c1c(N)n(Cc2ccccc2)c(=O)[nH]c1=O,9,0,-6,1,i,-1,9,0,3,3
O=[N+]([O-])c1cccc(CSc2cccc[n+]2[O-])c1,-15,1,-2,-3,i,-1,5,0,-1,3
O=C(CSc1nnc(CNC(=O)c2ccccc2)o1)NCc1ccc(F)cc1,-9,-8,3,-6,i,-1,1,1,0,1
COc1nnc(-c2ccc(N3CCOCC3)c(NC(=O)c3ccc(C)cc3)c2)c2ccccc12,-1,4,·,-4,i,-3,14,1,3,0
COc1ccc(NC(=O)C2CCCN(S(C)(=O)=O)C2)cc1 (stereo not given),-13,4,-11,-8,i,-1,12,-3,-1,1
COC(=O)CCC(=O)OC1(C)C(=O)C=C2C=C(C3CC3)N(c3ccc(CO)cc3)C=C2C1=O (stereo not given),-7,·,2,-6,i,2,73,0,1,·
Cc1cccc(NC(=O)COn2nnc3ccc(S(C)(=O)=O)cc32)c1,-7,·,-3,0,i,-3,19,·,·,-1
N#Cc1c(C(F)(F)F)cc(-c2ccccc2)[nH]c1=O,4,11,1,0,i,0,-2,-25,7,1

# The list continues:
SMILES,HSF-1 act,DYRK1A inh,Platelet DG rel,HSF1 inh,PolyA inhibitor,GSK3beta inhib,AI-2 QS modul,HDAC3 inhib,GSK3A inh,HSP90 refold inh
CCc1nnc(NC(=O)c2cccs2)s1,11,7,-3,4,i,-4,20,2,-2,1
CCc1ccc2c(c1)C(c1ccc(N3CCOCC3)cc1)=NNC(c1ccncc1)=N2,11,3,-15,15,i,3,16,5,1,-1
O=C(Nc1ccc(N2CCCCC2)cc1)c1cncc(Br)c1,43,-2,18,21,i,-3,21,-4,0,-2
CCOc1ccccc1N1CCN(CC(=O)NC(C)c2ccccc2)CC1 (stereo not given),-67,·,3,-61*,i,-7,11,0,-1,-4
COc1ccc(CCCC(=O)NC2CCCCC2)cc1,-1,6,-2,-9,i,-9,8,-3,-1,1
c1cn(CCCNc2ncnc3nc[nH]c23)cn1,4,17,10,2,i,-2,6,-12,4,2
Cc1noc(NS(=O)(=O)c2ccc(NC(=O)c3ccc(OC(C)C)cc3)cc2)c1C,8,4,6,-8,i,-1,19,3,-2,-2
O=C(Nc1ccc2oc(-c3ccccc3F)nc2c1)c1ccco1,39,-1,0,29,i,1,28,2,4,-4
N#Cc1c(N2CCN(C(=O)c3ccco3)CC2)nc(-c2ccccc2)c2c1CCCC2,1,0,0,10,i,2,22,4,0,5
Cn1c(=O)c2c(nc(NCc3ccco3)n2CC(O)COc2ccccc2)n(C)c1=O (stereo not given),-13,56*,-14,9,i,0,35,0,2,2
O=C(CCS(=O)(=O)c1ccccc1)Nc1nc(-c2ccc(F)cc2)cs1,19,8,0,20,i,2,15,0,-3,0
O=C(c1cccs1)n1nc(-c2ccccc2)nc1NCc1ccco1,3,2,0,2,i,-7,20,?,-3,-1
Cc1ccc(-n2c(-c3nn(C)cc3Cl)n[nH]c2=S)cc1,18,1,-3,-2,i,3,-5,6,-1,-5

# Only part of the results is shown; rates above refer to the full screens.
